HIV peptide binding – inhibitors of HIV fusion peptide binding, primary screen, biochemical, uHTS, fluorescence dequenching (AID 1986). 290,000 tested, 0.3% active. one-dose inhibition, % at 20 µM; IC50 in µM for titrated hits. cell-free peptide binding, fluorescence dequenching, 30 min; higher % means a stronger effect; in the data active = inhibition mostly above about 52%, no sharp cut-off; inactive = mostly below about 76%; also: some results filed as inactive read as strong as hits
GPR55 activation – selective activators of receptor GPR55 – imaging, U2OS cells, beta-arrestin-GFP redistribution, primary screen (AID 1961); U2OS GPR55 beta-arrestin-GFP redistribution imaging; higher % means a stronger effect; activation, % at 10 µM; hits with a dose series show EC50 in µM; 290,000 tested, 0.048% active;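 active = activation above 40% with more than 50 cells counted in the well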;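 also: U2OS osteosarcoma cells stably expressing GPR55 and beta-arrestin-GFP; plate controls were DMSO negative control for no effect and LPI positive control for full effect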
KOR beta-arrestin-1 – KOR agonists, beta-arrestin recruitment, primary screen, cell-based, luminescence, uHTS (AID 1777) | KOR beta-arrestin recruitment, luminescence; higher % means a stronger effect | activation, % at 10 µM, or EC50 in µM where a hit was titrated | 280,000 tested, 0.02% active; in the data active = activation above about 50%, passing the limit was not always enough; also: a part of the inactive calls stands beside numbers as strong as those of hits
NOD2 inhibition – inhibition of NOD2-driven NF-kB reporter – cell-based, luminescence, uHTS, HEK293 (AID 1566); HEK293 NOD2/NF-kB luciferase reporter, luminescence; higher % means a stronger effect; inhibition, % at 4 µM, or EC50 in µM where a hit was titrated; 290,000 tested, 0.63% active; also: many of its hits are not listed in these tables
NOD1 NF-kB reporter – inhibition of NOD1-driven NF-kB reporter – cell-based, luminescence, uHTS, primary screen (AID 1578); inhibition, % at 4 µM; hits with a dose series show EC50 in µM; 290,000 tested, 1% active; NOD1-driven NF-kB luciferase reporter cells, luminescence; higher % means a stronger effect; in the data active = inhibition mostly above about 36%, no sharp cut-off; inactive = mostly below about 34%;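 also: HEK-293T reporter cells stimulated with the NOD1 agonist gamma-tri-DAP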
Myeloid diff MLP – myeloid differentiation induction; calls only at 10 µM; 360,000 tested, 1% active; ER-HoxA9 myeloid progenitors, lysozyme-GFP differentiation, flow cytometry; AID 624256;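 active = normalized GFP-positive differentiation at or above the plate's own cutoff, the solvent-only control mean plus 3 SD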;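 also: cells exposed to compound for four days before flow analysis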
KOR beta-arrestin-2 – kappa opioid receptor blockers – cell-based, luminescence, uHTS (AID 1778); KOR beta-arrestin recruitment, luminescence, antagonist mode; higher % means a stronger effect; 290,000 tested, 0.091% active; inhibition, % at 10 µM; hits with a dose series show IC50 in µM; also: strong numbers were not always called active
GPR55 LPI antagonism – inhibition of LPI-stimulated GPR55 beta-arrestin translocation – imaging, U2OS, beta-arrestin-GFP, LPI agonist, primary screen (AID 2013); U2OS GPR55 beta-arrestin-GFP translocation imaging, LPI antagonism; higher % means a stronger effect; inhibition, % at 10 µM; hits with a dose series show IC50 in µM; 290,000 tested, 0.13% active;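 active = spots per cell inhibited over 60%, with over 100 cells counted and total cytoplasm intensity under 500,000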;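 also: U2OS cells stably carrying GPR55 and arrestin-GFP stimulated by 5 µM LPI near EC80; imaged beta-arrestin-GFP aggregate spots per cell after agonist stimulation; plate controls were LPI-stimulated DMSO wells for no effect and DMSO wells without LPI for full effect; some results filed as inactive read as strong as hits; confirmed hits need IC50 under 10 µM and bright autofluorescent wells are also inconclusive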
GPR35 antagonists – GPR35 antagonists blocking zaprinast-driven arrestin recruitment, primary screen, imaging, U2OS, beta-arrestin-GFP, zaprinast agonist (AID 2058). inhibition, % at 10 µM, or IC50 in µM where a hit was titrated. U2OS GPR35 beta-arrestin-GFP translocation imaging, zaprinast antagonism; higher % means a stronger effect. 290,000 tested, 0.052% active;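 active = inhibition of at least 50% with at least 30 cells and total cytoplasm GFP at most 10,000,000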
Myeloid diff MLP GFP+ MAC1+ % – second read-out of Myeloid diff MLP, no call of its own (marks repeat the call); GFP+ MAC1+ double positive, %; measured here: differentiation confirmed by MAC1 staining
The depositor's hits bear a star; i = inactive; . = not tested or not shown; [ ] = another dose, or the depositor's remark. Rule as the data show it, unless noted: active = inhibition above about 50%; inactive = the rest. Some of the compounds tested; the hit share may differ from the screen's.

SMILES	HIV peptide binding	GPR55 activation	KOR beta-arrestin-1	NOD2 inhibition	NOD1 NF-kB reporter	Myeloid diff MLP	Myeloid diff MLP GFP+ MAC1+ %	KOR beta-arrestin-2	GPR55 LPI antagonism	GPR35 antagonists
CC(C)(C)OC(=O)N1CCN(CCNC(=O)c2ccccc2)CC1	2.5%	-0.1%	-1.9%	-5%	2%	i	0.5	-8%	10%	-1%
c1nc2ccc(Cc3ccc4nc[nH]c4c3)cc2[nH]1	0.5%	-0.1%	-2.9%	-6%	-24%	i	0.5	-9%	-8%	14%
CCOc1ccc(NC(=O)C2CCCN(S(C)(=O)=O)C2)cc1 (centres undefined)	0.1%	-0.3%	4.1%	7%	-2%	i	0.4	-38%[20 µM]	3%	-4%
Cc1cc(OC(C)C(=O)NCCN2CCOCC2)c2c(C)c(C)c(=O)oc2c1 (centres undefined)	1.6%	0.2%	2.1%	-1%	-21%	i	4.5	-38%	-11%	-6%
CCOc1nc(NCCN2CCOCC2)nc(Nc2ccc(C)cc2)n1	0.3%	-0.1%	-0.7%	14%	7%	i	0.6	0%	2%	12%
O=C(CSc1nnc(COc2ccc(F)cc2)o1)N1c2ccccc2CCc2ccccc21	-0.5%	-0.2%	7.8%	-7%	28%	i	9.3	-15%	-12%	-18%
Cc1[nH]c2ccccc2c1/C=N/NC(=O)CNC(=O)c1ccc2c(c1)OCCO2	-1.3%	-0.1%	-1.2%	-5%	2%	i	1.4	17%	10%	-5%
COc1ccc(-c2nnc3c4ccccc4c(C)nn23)cc1S(=O)(=O)N1CCN(CCO)CC1	0.7%	-0.3%	5.3%	2%	-20%	i	0.9	-11%	0%	-9%
CSc1ccccc1-n1nnnc1SCC(=O)NCc1cccs1	-0.2%	-0.3%	-0.2%	9%	-18%	i	1.1	6%	-1%	-1%
Cc1ccccc1CSc1nncn1N	0.2%	0.2%	-1.8%	15%	17%	i	0.6	-4%	9%	2%
C#CCN(C)CC/C=C1\c2ccccc2CSc2ccccc21	0.3%	-0.4%	0.8%	6%	-10%	i	1.1	15%	23%	-5%
COc1ccc(S(=O)(=O)Nc2ccc3oc4ncccc4c(=O)c3c2)cc1OC	0.9%	-0.1%	-0.5%	17%	-1%	i	0.2	8%	9%	4%
Cc1cccc(C(=O)NC(C(=O)Nc2nc(-c3ccccn3)cs2)C(C)C)c1 (centres undefined)	4.0%	-0.4%	-6.3%	28%	-14%	i	0.2	18%	5%	9%
COCc1cc(C)nc(NCCc2ccccc2)c1C#N	-3.7%	-0.2%	5.6%	4%	2%	i	0.5	-18%	4%	0%
Cc1ccc(-c2cc(C(F)F)n3ncc(C(=O)Nc4c(C)nn(Cc5c(Cl)cccc5Cl)c4C)c3n2)cc1	-2.5%	0.3%	-0.4%	7%	-15%	i	0.3	-19%	-2%	17%
O=C(CCc1nnc(-c2ccsc2)o1)NCc1ccccc1OC(F)(F)F	1.4%	0.0%	-1.4%	-7%	-18%	i	0.1	-20%	15%	3%
COc1c(O)ccc2c1CN1CCc3cc4c(cc3C1C2)OCO4 (centres undefined)	-2.8%	-0.1%	2.4%	-12%	-11%	i	3.3	18%	16%	15%
O=C(O)Cc1cc(C(=O)Nc2ccc(Br)cc2)sc1-c1ccccc1	37%	0.5%	-1.6%	5%	7%	.	.	-62%	6%	-7%
CC(=O)c1cc(NC(=O)c2ccc(C)cc2)c(=O)oc1C	-2.2%	-0.3%	-5.1%	-37%	-41%	i	0.1	-10%	1%	26%
COc1ccc(NC(=O)C2CC(=O)N/C(=N/NC(=O)c3ccc(Cl)cc3)S2)cc1 (centres undefined)	11%	0.9%	0.2%	-4%	-9%	i	0.3	6%	5%	0%
CC(C)CCn1cnc2c1c(=O)[nH]c(=O)n2Cc1ccccc1	-1.2%	0.4%	-1.7%	1%	-13%	i	0.7	-6%	2%	-12%
O=C(CNc1ccccc1F)N/N=C/C1CC=CCC1 (centres undefined)	0.4%	0.5%	-1.1%	3%	-17%	i	0.8	-15%	3%	1%
CCCCNc1nc2ccccc2[nH]1	15%	-0.1%	2.7%	-16%	-4%	i	1.0	-6%	-1%	-15%
CCOC(=O)c1cc(-c2csc(Nc3c(C)cc(C)cc3C)n2)on1	3.5%	-0.2%	7.2%	26%	-1%	i	0.7	-5%	12%	6%
O=C(O)c1cc(=O)c2cc(Cl)ccc2o1	-0.5%	0.0%	-2.0%	-10%	-1%	i	0.4	-21%	-3%	9%
CCOC(=O)C(Sc1cc(-c2ccccc2)nc2ncnn12)C(C)=O (centres undefined)	0.4%	0.1%	5.8%	12%	2%	i	0.1	16%	-2%	16%
CC(C)c1ccccc1NC(=O)COc1ccc(C(=O)NCCc2ccccc2)cc1	0.4%	0.5%	0.0%	-1%	-40%	i	1.4	-5%	-2%	-9%
CCC(C)(C(=O)NC1CCCCC1)N(C(=O)c1cnccn1)c1c(C)n(C)n(-c2ccccc2)c1=O (centres undefined)	-3.0%	-0.2%	5.2%	12%	-11%	i	0.6	-6%	4%	11%
CCN(CC(=O)NCc1ccc(F)cc1)C(=O)c1ccc(Cl)cc1	0.8%	0.3%	-1.6%	-2%	1%	i	0.5	24%	13%	4%
CC(=O)C1=C(O)C(=O)N(c2cccc(C(=O)O)c2)C1c1ccc(F)cc1 (centres undefined)	1.9%	-0.1%	-3.3%	7%	-11%	i	0.4	-12%	4%	15%
CC1Cc2ccccc2N1C(=O)c1cnsn1 (centres undefined)	-0.6%	0.2%	7.0%	0%	-5%	i	0.6	3%	4%	-5%
Cc1ccc(C)c(NC(=O)CS(=O)(=O)c2c[nH]c3ccccc23)c1	1.0%	-0.2%	-3.7%	4%	-4%	i	0.8	-2%	28%	1%
O=C(Nc1ccc(-c2cn3c(n2)SCC3)cc1)c1ccc2ccccc2n1	0.6%	0.2%	6.1%	-19%	35%	.	.	-21%	8%	-6%
CS(=O)(=O)N(CC(=O)Nc1ccc2c(c1)OCCO2)Cc1ccccc1	-0.7%	-0.1%	-4.6%	-2%	-34%	i	0.6	16%	-5%	4%
Cc1cc(-c2nnc(CCC(=O)N(CC3CCC3)CC3CCCO3)o2)no1 (centres undefined)	0.7%	0.3%	3.9%	-28%	-50%	i	0.6	-16%	11%	5%
Cc1ccc(N(CC(=O)NCc2ccc(F)cc2)S(=O)(=O)c2c(C)n[nH]c2C)cc1	-2.3%	-0.2%	-1.3%	4%	-24%	i	8.6	10%	2%	5%
CN1CCC(N(C)C(=O)c2sc3cc(F)ccc3c2Cl)CC1	-1.0%	0.7%	-6.1%	25%	-16%	i	0.3	14%	6%	13%
O=C(Nc1c(C(=O)N2CCN(c3ccccn3)CC2)oc2ccccc12)c1cccc([N+](=O)[O-])c1	-0.8%	-0.1%	4.4%	22%	-10%	i	0.5	-49%	18%	0%
C=CCNC(=O)C1CC(=O)N(c2ccc(C)cc2)C1 (centres undefined)	0.0%	-0.2%	1.4%	11%	-1%	i	1.7	-12%	20%	-4%
CCS(=O)(=O)N1CCC(C(=O)NCCc2ccc(OC)c(OC)c2)CC1	-2.7%	-0.1%	6.6%	-4%	-37%	i	5.0	-30%	5%	-1%
O=C(CCNS(=O)(=O)c1ccccc1F)NCc1ccc2c(c1)OCO2	-0.6%	-0.1%	-6.1%	-2%	-2%	i	1.3	6%	11%	5%
O=S1(=O)CC2N=C(N(Cc3ccc(F)cc3Cl)c3ccccc3F)SC2C1 (centres undefined)	3.2%	0.2%	1.1%	19%	2%	i	0.9	14%	-10%	-10%
Cc1ccc(Nc2c(-c3cccnc3)nc3ccc(Br)cn23)cc1	-1.4%	-0.7%	8.9%	-18%	-2%	i	0.0	-36%	12%	12%
CCOC(=O)c1sc(=S)n(Cc2ccccc2)c1C	-1.4%	0.3%	-0.6%	8%	-9%	i	0.5	26%	4%	-4%
COC(=O)c1[nH]c(C)c(/C(O)=C2\C(=O)C(=O)N(CCCN3CCOCC3)C2c2ccccn2)c1C (centres undefined)	-3.3%	-0.2%	-2.3%	16%	14%	i	0.2	-25%	2%	1%
COc1ccc(NCC(=O)N2CCCC2)cc1Cl	-0.9%	0.0%	-0.7%	-17%	-12%	i	0.4	-10%	-6%	-9%
O=C(CCN1CCCCC1)N/N=C/c1c[nH]c2ccccc12	0.9%	0.3%	0.1%	19%	-4%	i	0.2	43%	-2%	-11%
Cc1nc(-c2ccc(C(=O)Nc3ccc(F)cc3)cc2)cs1	18%	-0.1%	-1.1%	-133%	-20%	i	0.2	-21%[20 µM]	-3%	2%
O=C(Nc1cccc(-c2cnc3ccccc3n2)c1)c1ccccc1	-0.6%	0.2%	-0.6%	4%	-1%	i	2.8	21%	5%	-1%
CSc1ccccc1-c1nnc(NC(=O)Cc2ccccc2)o1	-1.4%	0.3%	-2.3%	3%	-5%	i	6.5	-12%	8%	20%
CC(C)C[C@H](NC(=O)N1c2ccccc2NC(=O)[C@@H]1C(C)C)C(=O)N1CCC[C@@H]1C(=O)O	0.1%	-0.1%	1.4%	8%	-20%	i	2.3	-42%[20 µM]	-2%	-13%
Cc1nn(CC(=O)Nc2ccc(S(N)(=O)=O)cc2)c(=O)c2ccccc12	-1.1%	0.0%	-0.6%	-6%	-3%	i	1.0	1%	7%	-7%
CCOC(=O)C/C(N)=N/NC(=O)c1ccc(Cl)cc1Cl	1.1%	0.5%	2.7%	5%	-14%	i	0.5	-10%	0%	-6%
CC(=O)c1c(C)[nH]c(C(=O)Nc2nccs2)c1C	2.7%	1.0%	2.1%	-39%	-36%	i	0.0	-39%	-7%	-6%
O=C(Nc1c2c(nc3ccccc13)CCCC2)c1ccccc1Cl	0.7%	-0.3%	-3.0%	9%	-20%	i	0.1	13%	-1%	-2%
Clc1ccc(-c2csc(N3CCN(c4ccccc4)CC3)n2)cc1	-1.9%	-0.2%	4.7%	8%	-14%	i	1.3	18%	14%	-4%
Cc1c(Cl)cccc1NC(=S)N1CCCCCC1	0.3%	0.3%	1.4%	-7%	9%	i	1.3	-24%	-9%	2%

Screening results as filed in PubChem BioAssay.
